# High-throughput results as filed in PubChem.
# SSB-PriA inh: blocks PriA binding to SSB C-terminal tail | AlphaScreen SSBct-PriA binding, biotinylated peptide | inhibition, % at 33 µM | hit rate 0.6% among 430,000; in the data active = inhibition mostly above about 37%, no sharp cut-off; inactive = mostly below about 20%;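 also: plate controls were negative control peptide for no effect and reference peptide for full effect; strong numbers were not always called active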
# Numbers without * were called inactive; & = joins results of further samples. The list is partial, so the mix of outcomes need not match the whole.
compound | SSB-PriA inh
Cn1nc(-c2ccccc2)cc1C(=O)N1CCN(c2cc(C3CC3)nn2C)CC1 | -3
CCOc1ccc(NC(=O)C(=O)NC2CCCCCC2)cc1 | -6
Cc1cc(C)n(-c2ccc(N3CCN(C(=O)c4ccc5c(c4)OCO5)CC3)nn2)n1 | -17
O=C(CN1C(=O)CCC1=O)Nc1nc(-c2ccc3c(c2)CCCC3)cs1 | 4
Cc1ccccc1Cn1cnc2c(cnn2CCNC(=O)c2ccc(S(=O)(=O)N3CCOCC3)cc2)c1=O | 0
Cc1nc(NC(=O)c2n[nH]nc2-c2ccccc2)sc1C | -3
O=C(Nc1cnn(C2CCOC2)c1)C1CC2C=CC1C2 (stereo unspecified) | -12
COc1ccc(SCCC(=O)Nc2nc(-c3ccc([N+](=O)[O-])cc3)cs2)cc1 | 7
O=C(Nc1ccccc1Cc1nc(C2CC2)no1)c1ccc(C(F)(F)F)nc1 | -20
CCOc1cc(C=NNC(=O)COc2cccc(C)c2)ccc1OC(=O)c1cccs1 | 3
CCc1ccc(OCC(=O)NN=C(C)c2ccc(-n3ccnc3)cc2)cc1 | -6
O=C(CCS(=O)(=O)c1ccc(Cl)cc1)N(Cc1ccccn1)c1nc2ccccc2s1 | 0
Cc1ccc(/C=C(\C#N)C(=O)Nc2ccccc2I)o1 | 0
COc1ccc(-c2csc(-n3nc(C)cc3N)n2)cc1 | 12
O=C(CN1CCN(Cc2ccccc2Cl)CC1)NN=C/C=C/c1ccccc1[N+](=O)[O-] | 17
Cc1ccc(-c2ccc(S(=O)(=O)NCCc3ccccc3)cc2)cc1 | -9&-5
CCN1C(=NN)c2cccc3cccc1c23 | 9
CCOc1ccc(S(=O)(=O)N2CCC(n3cc(-c4ccccc4)nn3)C2)cc1F (stereo unspecified) | -5
CC(=O)n1nc(C)c(S(=O)(=O)N2CCc3ccccc3C2)c1C | 4
N#Cc1cccc(C(=O)NCC#CCOc2ccc3c(c2)OCO3)c1 | -14
CS(=O)(=O)Nc1cnn([C@H]2CCOC2)c1 | -8
Cc1nc(-c2cccs2)sc1CNC(=O)C1Oc2ccccc2OC1C (stereo unspecified) | -6
c1ccc2[nH]c([C@@H]3CCCO3)nc2c1 | -16
O=C(Cn1cnc2c(-c3ccc(Cl)cc3)csc2c1=O)NCc1ccco1 | -1
O=C(NCc1cccs1)Nc1ccc(-c2cnc3n2CCC3)cc1 | 5
Cc1cc(C(=O)N2CCC(c3ccccn3)C2)no1 (stereo unspecified) | -20
COc1cc(C=NNc2nc(-c3ccc(C)cc3)c(NC(C)=O)s2)ccc1O | 5
O=C(Nc1ccc2sccc2c1)C1CCN(S(=O)(=O)c2ccc(Cl)s2)CC1 | 7&7
C=C(C)CNC(=S)NN=Cc1ccccc1OCC(=O)O | -14
O=C(NCc1ccc2[nH]c3c(c2c1)CCCC3)C(=O)c1cn(CC(=O)N2CCCC2)c2ccccc12 | -7
O=C(c1cccs1)N1CCOC(c2ccccc2)C1 (stereo unspecified) | 14
CCCc1nnc(SCC(=O)Nc2ccccc2C(F)(F)F)n1-n1cccc1 | -17&-1
CCCCCCCCn1c(NS(=O)(=O)c2ccc(C)cc2)c(S(=O)(=O)c2ccccc2)c2nc3ccccc3nc21 | 50
COC(=O)c1ccc(C(=O)N2CCc3nc4ccccn4c(=O)c3C2)cc1 | 2
COc1ccc(N2CCN(C(=O)C(=O)Nc3ccc(C(F)(F)F)cc3)CC2)cc1 | -4
Cc1ccc2c(c1)N(C)C(=O)c1cc(NC(=O)CCC3CCCC3)ccc1O2 | 23
CON=CC1CCN(c2ncc(C(F)(F)F)cc2Cl)C1=O (stereo unspecified) | -4
Cc1ccc(Nc2ccc(NS(=O)(=O)Cc3ccccc3)cc2)nn1 | -6
CC1=C(C(N)=O)C(c2ccccc2Cl)n2ncnc2N1 (stereo unspecified) | -13
CC(=O)NC(=Nc1nc(C)cc(C)n1)Nc1ccccc1Cl | 5
COc1ccc2nc(-c3ccc(NC(=O)Cc4ccc(Cl)cc4)cc3)cn2n1 | -14
CCOc1ccc(C=NN2CCN(Cc3ccccc3)CC2)cc1 | 12
CN(C)C=NNC(=O)c1ccc(Cl)cc1 | -3
O=S(=O)(c1ccc(Oc2nnc(-c3ccccc3)c3ccccc23)cc1)c1ccc(Oc2nnc(-c3ccccc3)c3ccccc23)cc1 | -4&-1
CN(C)c1ccc(CCNC(=O)c2c(F)cccc2Cl)cc1 | 3
CC(C)N1CCC(CNC(=O)c2c(F)cccc2F)CC1 | 1
CC(C)(C)NC(=O)N1CCN(C[C@H](O)c2ccco2)CC1 | -3
COCC(=O)N[C@H]1CCN(c2nccs2)C1 | -4
CN(C)C(CNC(=O)C(=O)Nc1ccc2c(c1)OCCO2)c1ccco1 (stereo unspecified) | 2
CCOC(=O)c1ccc(NC(=O)/C(C#N)=C/c2ccc(-c3ccccc3Br)o2)cc1 | -7
O=C(NCC1CCN(c2cnccn2)CC1)C(=O)NCC(F)(F)F | -1
Cc1ccc(/C=C/S(=O)(=O)NCCCn2nc(-c3ccccc3)ccc2=O)cc1 | 14
COc1ccccc1NC(=S)NN=Cc1ccc(O)cc1 | 13
CN(C1CCCCC1)S(=O)(=O)c1ccc(C(=O)Nc2nc(-c3ccccn3)cs2)cc1 | 14
CC(C)(C)C1CCc2c(C(=O)NN=Cc3cccs3)csc2C1 (stereo unspecified) | -7
COc1ccc(NC(=O)Cn2cc(-c3ccccc3)c(N(C)C)n2)cc1Cl | 23

# Remaining list, next part:
compound | SSB-PriA inh
Cn1cc(S(=O)(=O)Nc2nc3ccccc3nc2N2CCC(C(F)(F)F)CC2)cn1 | -20
CCOc1ccc(-c2ccc(C)c(NC(=O)c3cccs3)c2)nn1 | -15
CC(C)(C)c1ccc(C(=O)NCCCn2ncccc2=O)cc1 | -2
Cc1ccc(-n2ncc3c(=O)n(NC(=O)Cc4ccc(-c5ccccc5)cc4)cnc32)cc1C | 6
O=S(=O)(O)c1nc2ccccc2o1 | -2
Cc1cc(Cl)cc2sc(N(Cc3cccnc3)C(=O)Cc3cccc4ccccc34)nc12 | -9
O=C(c1cnc2ccccc2c1Nc1ccc(Cl)c(Cl)c1)N1CCSCC1 | 10
O=C(Cc1ccc(Cl)cc1)NCc1ccsc1 | -4
O=C(c1cc(-c2ccco2)[nH]n1)N1CC(Oc2nc3ccccc3s2)C1 | -6
C[C@H]1CCCN(S(=O)(=O)c2ccc(C(=O)Nc3nnc(-c4ccc(Cl)s4)o3)cc2)C1 | -10
Cc1cc2cc(CN)ccc2[nH]1 | 12
COc1ccc(-c2csc(-n3nc(C)cc3N)n2)cc1OC | 8
CCn1c(-c2ccc(OC)cc2)csc1=Nc1ccc(NC(C)=O)cc1 | 19
COc1ccc(C(CNC(=O)C(=O)Nc2ccc(F)cc2F)N2CCN(C)CC2)cc1 (stereo unspecified) | -7
CCn1c2ccccc2c2cc(NC(=O)c3ccc4nccnc4c3)ccc21 | -3&15
CS(=O)(=O)N1CCNCC1 | -9
Cc1nc(OCCNC(=O)C2CCN(S(C)(=O)=O)CC2)cc(N2CCOCC2)n1 | -6
CCOc1cc(-c2nnc(NC(=O)c3ccc(Cc4ccccc4)cc3)o2)cc(OCC)c1OCC | -15
O=C(NCCn1nc(-c2ccco2)ccc1=O)c1c[nH]c2ccccc12 | -2
CC(O)COc1ccc(C(=NO)c2ccccc2)cc1 (stereo unspecified) | -13
Oc1cccc2ccc(N3CCC(Cc4ccccc4)CC3)nc12 | -7
CSCC[C@](C)(O)CNC(=O)Nc1ccc(C(F)(F)F)cc1 | -5
COc1ccc2nc(N3CCN(C(=O)c4ccc(-c5ccccc5)cc4)CC3)sc2c1 | -12
CC1CN(C(=O)C2CN(S(C)(=O)=O)C2)CC(C)O1 (stereo unspecified) | 0

# Shown with each value named: four of the compounds above.
CC(O)COc1ccc(C(=NO)c2ccccc2)cc1 (stereo unspecified)
  SSB-PriA inh: -13

Oc1cccc2ccc(N3CCC(Cc4ccccc4)CC3)nc12
  SSB-PriA inh: -7

CSCC[C@](C)(O)CNC(=O)Nc1ccc(C(F)(F)F)cc1
  SSB-PriA inh: -5

COc1ccc2nc(N3CCN(C(=O)c4ccc(-c5ccccc5)cc4)CC3)sc2c1
  SSB-PriA inh: -12

# (further entries)
compound | SSB-PriA inh
Cc1nnc2ccc(-c3cccc(NS(=O)(=O)N(C)C)c3)nn12 | -9
COc1ccc(C=Nc2nc3ccccc3n2CCN2CCCCC2)cc1OC | 1
Cc1cc(=O)c(OCc2ccccc2F)cn1CC(=O)NCc1ccccc1Cl | 1
O=C(Nc1nc2ccc([N+](=O)[O-])cc2s1)c1cccc(NS(=O)(=O)c2ccc(F)cc2)c1 | 7
COc1cc(C=NNc2snc(SC)c2C#N)cc(OC)c1OC | -12
O=S(=O)(c1ccc(Cl)s1)N1CCC(Cn2ccnc2-c2ccccc2)CC1 | -10
Cn1nc(CNC(=O)c2ccccc2Br)cc1-c1ccccn1 | 8
CCOC(=O)c1ccc(N=Cc2c(O)cc(C)oc2=O)cc1 | 7
Cc1ccc(C(=NC(=S)N2CCOCC2)Nc2ccccc2)cc1 | 5
O=C(CCc1c(Cl)cccc1Cl)N1CC[C@H](n2ccnn2)C1 | -15
COc1ccc(CC(=O)Nc2nc(-c3cc(Cl)ccc3Cl)cs2)cc1 | -5
CC(C)=NNc1nc2ccccc2[nH]1 | 69*
CC(C)COc1ccc(S(=O)(=O)NCC2CCN(C)CC2)cc1 | -8
O=S(=O)(NCC1CCN(c2ccccn2)CC1)c1ccc(OC(F)(F)F)cc1 | -5
O=C(c1ccc(-c2ccc(F)cc2)cc1)N1CCC(N2CCc3sccc3C2)CC1 | -25
COC(=O)C1=Nc2ccccc2C1=Cc1c(O)n(C)c(=O)n(C)c1=O | -11
COc1ccc(CCS(=O)(=O)NCC(=O)N2CCOC(c3ccccc3)C2)cc1 (stereo unspecified) | 2
Cc1cc(C(=O)N2CC(c3nc(-c4ccco4)no3)C2)c(C)o1 | 5
COc1cc(OC)cc(C(=O)NCCn2ncc3c(=O)n(Cc4cccc([N+](=O)[O-])c4)cnc32)c1 | 6
COc1ccccc1COc1cc(NC(=O)CSc2ccncc2)ncn1 | -20
CC1(C)COc2ccc(NC(=O)CCC3CCCC3)cc2NC1=O | 23
COC(C(=O)N1N=C(c2ccco2)CC1c1cn(-c2ccccc2)nc1-c1cccs1)c1ccccc1 (stereo unspecified) | -10&13
Cc1cc(-c2n[nH]c(=S)n2N=C/C=C/c2ccccc2)n[nH]1 | 1
CC(=O)c1ccc(C(=O)Oc2ccc3nc(N4CCCCC4)sc3c2)cc1 | -4
COc1ccccc1-c1nnc2ccc(OCCNC(=O)c3c(F)cccc3F)nn12 | -9
NC(=NOC(=O)c1ccc(Cl)c(Cl)c1)c1cccnc1 | -17
CC1CCN(c2ccc(-c3ccc(NS(=O)(=O)c4ccc5c(c4)OCCO5)cc3)nn2)CC1 | -14
O=C(c1ccccc1Cl)N1CCC(c2nnc(-c3ccco3)s2)CC1 | 3
Cc1ccc(Cl)cc1NC(=O)Cc1cc(-c2cccs2)on1 | -2&7
Cc1ccn2c(=O)c(NC(=O)C(F)(F)F)c(C)nc2c1 | -9
Cc1ccc(-c2ccc(N3CCCC(C(=O)Nc4ccccc4Br)C3)nn2)cc1C (stereo unspecified) | -4
CCc1ccc(-c2cc3c(SCC(=O)Nc4ccc(Cl)cc4C(F)(F)F)nccn3n2)cc1 | 1

# Some values from the list.
# Reading of O=C(c1ccccc1Cl)N1CCC(c2nnc(-c3ccco3)s2)CC1 in SSB-PriA inh: 3
# Reading of NC(=NOC(=O)c1ccc(Cl)c(Cl)c1)c1cccnc1 in SSB-PriA inh: -17

# New compounds follow:
compound | SSB-PriA inh
O=C(NNC(=O)c1ccc(F)cc1F)c1ccc(=O)n(Cc2ccc(Cl)cc2)c1 | 7
COc1ccc(S(=O)(=O)NCC2CCN(Cc3ccco3)CC2)cc1OC | -23
COc1cc(C=NO)cc(Br)c1OCC(=O)NCc1ccccc1 | -3
COc1cc(Cl)ccc1NCCC(=O)c1cccs1 | 46
Cc1cccc(S(=O)(=O)N2CCC(Cc3ccccc3)CC2)c1 | 21
CCOc1cccc2cc(C(=O)Nc3cccc4c3C(=O)NC4=O)oc12 | 6
COc1cc(C=Nn2c(SC)nnc(C(C)(C)C)c2=O)ccc1O | -12
CCOc1ccccc1C(=O)N1CCC(c2nnc(C(C)C)o2)CC1 | 3
CCCCCCCCCOc1ccc(-c2ncc(CCCCCCCCC)cn2)cc1 | -9&-2
CCOc1ccc(NC(=O)Cn2c(C)cc(C)c(S(=O)(=O)c3ccc(Cl)s3)c2=O)cc1 | -7
O=C(Nc1c2c(nn1-c1ccc(F)cc1)CSC2)C1(c2ccc(Cl)cc2)CCCC1 | -11
CCN1C(=O)c2cc(NS(=O)(=O)C3CCCCC3)ccc2Oc2ccccc21 | 11
COC(=O)CCNc1ccccc1 | 0&22
CCOC(=O)c1cc2c(c(CSc3nc4ccccc4c(=O)n3CCN3CCOCC3)c1)OCOC2 | -1&5
C/C(C=NNC(=O)c1ccc(Br)cc1)=C\c1ccccc1 | 8
COc1ccc(-n2ccn(CC(=O)Nc3ccc(C)cc3Cl)c(=O)c2=O)cc1OC | -3
O=C(CSc1nnc2scc(-c3ccc(Cl)cc3)n12)Nc1ccc(F)cc1 | -10
CCC(=O)N1CCCC1c1nc2ccccc2n1CCOc1ccc(Cl)cc1 (stereo unspecified) | -15
CN(C)c1ncc(NS(=O)(=O)c2ccccc2F)c(N(C)C)n1 | -4
O=C(Nc1ccc2c(c1)OCO2)C1(c2cccs2)CCCC1 | -4&-3
CC(C)(C)C(=O)Nc1nnc(Cc2ccc3c(c2)OCO3)o1 | -8
COCCn1cnc2c(-c3ccccc3)cn(CC(=O)NCc3cccs3)c2c1=O | -20
